BRCA1 expr up = qHTS Assay to Identify Small Molecule Activators of BRCA1 Expression; MCF7-BRCA1-FFLuc reporter, luminescence, 48 h; response scale: scaled: vehicle 0%, 10 µM genistein 100%; Potency, µM (top dose mostly 46.1 µM), for the others: at the highest dose activation, hits mostly activators; hit rate 1.1% among 380,000; AID 624202, 2012; further: potency means the concentration at half of the fitted maximal effect; nearly all actives have a fitted effect of over 80% in size; some results filed as inactive show a strong effect at the top dose
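MCF7 cells carrying a BRCA1-firefly luciferase reporter (2000 cells/well, phenol-red free MEM) were attached for 2 h at 37 °C, then given compounds for 48 h. Luminescence was read 15 min after luciferase reagent; activity normalized to genistein (10 microM) and DMSO.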
S-ASM inh = Inhibitors of Secretory Acid Sphingomyelinase (S-ASM): qHTS; Sphingomyelin phosphodiesterase (Homo sapiens), P17405; placental ASM, HMU-PC fluorogenic substrate, 60 min; Potency, µM (highest dose often 57.5 µM), inactives show top-dose activity change, negative = inhibition, usual class: inhibitors; hit rate 0.006% among 340,000; AID 504937, 2011; further: potency means the concentration at half of the fitted maximal effect
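HMU-PC0 cleavage (9 uM final) by human placental ASM, 60 min at 37 °C following 10 min compound exposure at RT; stopped at pH 10, fluorescence Ex 386/Em 447 nm.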
ELG1 genotoxic = qHTS screen for small molecules that induce genotoxicity in human embryonic kidney (HEK293T) cells expressing luciferase-tagged ELG1 | hit rate 1.3% among 330,000 | Potency, µM (highest dose often 46 µM), inactives show at the top dose activity change, positive = activation, actives largely listed as activators | HEK293T ELG1-luciferase reporter, luminescence, 16 h; further: potency means the concentration at half of the fitted maximal effect; % of control where 0% means no effect; nearly all actives have a fitted effect of over 60% in size
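Genotoxicity was scored as increased ELG1-luciferase reporter signal, measured by ONE-Glo luminescence (30 min, room temperature). Compound or vehicle exposure of the HEK293T reporter cells lasted 16 hr at 37°C.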
a7 integrin act = qHTS for Activators of Integrin-Mediated Alleviation for Muscular Dystrophy; alpha7betagal myoblasts, beta-gal FDG fluorescence, 48 h; Potency, µM (series often up to 38.3 µM), for the others: at the highest dose activation, usual class: activators; hit rate 0.064% among 350,000; AID 624291, 2012;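 further: potency means the concentration at half of the fitted maximal effect; 100% = response of the positive control SU9516; nearly all actives have a fitted effect of over 60% in size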
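alpha7betagal+/- myoblasts (passage 13, 250/well) treated 48 h at 37C with compounds at 1:260 dilution of DMSO stock. Lysed, then beta-galactosidase activity read as FDG fluorescence (ex 480/em 540) after 30 min, with pre-read for autofluorescence.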
TSG101-PTAP inh = qHTS Assay for Iinhibitors of HIV-1 Budding by Blocking the Interaction of PTAP/TSG101; Tumor susceptibility gene 101 protein (Homo sapiens), Q99816; AID 493005, 2010; 340,000 tested, under 10 active; Fluorescence polarization, FITC-PTAP peptide / Tsg101 binding; Potency, µM (top dose mostly 115 µM), inactives show at the highest dose activity change, negative = inhibition, actives largely listed as inhibitors; active means well fitted inhibition curve with a large enough effect in the main read-out, with a control signal flat, not every such curve was filed as active; inconclusive means small, poorly fitted or top-dose-only effect, or effect the other way, or a change in a side signal; inactive means no such curve, though single readings can be large or run the other way; further: potency means the concentration at half of the fitted maximal effect; % of control where 0% means no effect
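Compounds were pin-transferred onto Tsg101 binding domain (10 uM final) in HEPES pH 7.5 buffer, then FITC-PTAP peptide was added at 50 nM final. After 20 min at RT, polarization reported peptide displacement across a qHTS concentration series.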
Eya2 phos inh = qHTS Assay for Inhibitors of the Phosphatase Activity of Eya2 | Protein phosphatase EYA2 (Homo sapiens), O00167 | recombinant Eya2, OMFP fluorescence dephosphorylation (OMFP is methylfluorescein phosphate) | Potency, µM (highest dose often 76.9 µM), inactives show at the top dose activity, negative = inhibition, hits mostly inhibitors | hit rate 0.006% among 330,000; further: potency means the concentration at half of the fitted maximal effect; on the % scale 0 is the no-effect control and ±100 the full control effect
Target sequence (O00167 whole entry, looked up): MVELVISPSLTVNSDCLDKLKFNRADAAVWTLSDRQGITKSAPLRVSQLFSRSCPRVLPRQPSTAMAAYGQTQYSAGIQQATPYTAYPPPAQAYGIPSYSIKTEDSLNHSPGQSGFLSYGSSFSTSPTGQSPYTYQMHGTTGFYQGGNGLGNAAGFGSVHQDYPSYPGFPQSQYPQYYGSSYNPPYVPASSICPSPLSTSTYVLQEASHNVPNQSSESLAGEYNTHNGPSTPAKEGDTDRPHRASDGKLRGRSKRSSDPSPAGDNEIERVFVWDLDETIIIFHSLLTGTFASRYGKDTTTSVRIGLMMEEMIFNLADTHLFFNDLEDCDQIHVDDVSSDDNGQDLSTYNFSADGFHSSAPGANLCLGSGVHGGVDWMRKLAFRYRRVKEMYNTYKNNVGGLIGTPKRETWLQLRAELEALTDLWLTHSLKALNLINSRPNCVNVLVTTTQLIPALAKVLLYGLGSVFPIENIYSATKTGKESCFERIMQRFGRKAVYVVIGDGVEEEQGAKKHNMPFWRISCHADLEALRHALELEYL
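Eya2 (0.2 uM) preincubated 10 min at ambient with compound, then OMFP substrate added at 50 uM; 10 min reaction in 50 mM HEPES pH 7.5, 50 mM NaCl, 5 uM MgCl2, 0.05% BSA, 1 mM DTT. Fluorescence read at Ex 485/Em 525 nm.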
p53 reactivation = qHTS assay for re-activators of p53 using a Luc reporter; hit rate 0.063% among 320,000; H1299 p53-A138V BP100-luciferase reporter, luminescence, 24 h; Potency, µM (series often up to 92.2 µM), for inactives: top-dose activity change, positive = activation, usual class: activators; further: potency means the concentration at half of the fitted maximal effect; % of control where 0% means no effect; nearly all actives have a fitted effect of over 45% in size
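H1299 (p53-null), stable ts p53-A138V + BP100-Luc; 1000 cells/well, Opti-MEM/10% FBS; cpd 4 pt, 1:5; 24 h, 37 deg C, 5% CO2; detection reagent 10 min RT; luminescence.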
uPA generation = qHTS for Inhibitors of Cell Surface uPA Generation. cell surface uPA generation assay, qHTS. Potency, µM (series often up to 38.3 µM), for the others: at the top dose activity change, negative = inhibition, actives largely listed as inhibitors. hit rate 0.31% among 330,000. AID 540303, 2011; active means well fitted inhibition curve with a large enough effect; inconclusive means small, poorly fitted or top-dose-only effect; inactive means no such curve, though single readings can be large or run the other way; tested in mouse RAW 264.7 cells; further: potency means the concentration at half of the fitted maximal effect; on the % scale 0 is the no-effect control and ±100 the full control effect; nearly all actives have a fitted effect of over 55% in size
USP2a block = qHTS Assay for Inhibitors of Ubiquitin-specific Protease USP2a Using CHOP2 as the Reporter; hit rate 0.01% among 330,000; USP2 core, Ub-CHOP2 coupled fluorogenic reporter, 485/531; AID 463254, 2010; Potency, µM (titrated, usually from 38.3 µM), without a hit: top-dose activity change, negative = inhibition, hits mostly inhibitors;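 further: potency means the concentration at half of the fitted maximal effect; plate controls were DMSO wells for no effect and full inhibition by NEM control for full effect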
Target sequence (O75604 whole entry, looked up): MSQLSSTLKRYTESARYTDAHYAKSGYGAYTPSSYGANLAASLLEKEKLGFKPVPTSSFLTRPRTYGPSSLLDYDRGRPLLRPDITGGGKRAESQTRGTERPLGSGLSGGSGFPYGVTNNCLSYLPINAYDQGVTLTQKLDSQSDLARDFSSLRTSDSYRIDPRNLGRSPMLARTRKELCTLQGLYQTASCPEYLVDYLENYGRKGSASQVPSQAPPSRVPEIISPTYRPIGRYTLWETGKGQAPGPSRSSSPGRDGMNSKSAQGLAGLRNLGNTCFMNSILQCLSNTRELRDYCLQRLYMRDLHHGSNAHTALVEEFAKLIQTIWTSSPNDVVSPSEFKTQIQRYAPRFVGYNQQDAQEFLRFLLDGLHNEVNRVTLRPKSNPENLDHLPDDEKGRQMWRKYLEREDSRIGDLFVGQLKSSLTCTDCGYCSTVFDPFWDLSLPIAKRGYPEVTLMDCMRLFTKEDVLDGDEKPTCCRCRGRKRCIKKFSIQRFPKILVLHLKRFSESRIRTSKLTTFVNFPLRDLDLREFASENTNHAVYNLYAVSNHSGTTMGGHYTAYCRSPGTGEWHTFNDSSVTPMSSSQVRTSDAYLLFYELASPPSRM
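Deubiquitinase activity read as fluorescence (485/531 nm) after Ub-CHOP2 cleavage activates the enterokinase reporter on its substrate; USP2 core 10nM, Ub-CHOP2 and substrate 25nM each, 30min compound preincubation then 60min RT; data normalized to NEM, curves fitted.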
TRPV1 agonist = HTS Assay for Compounds that Act as Agonists of the Vanilloid Receptor 1; Transient receptor potential cation channel subfamily V member 1 (Homo sapiens), Q8NER1; TRPV1-expressing cells, Fluo-8 calcium influx, agonist mode; activation, % at 8.33 µM; hit rate 0.19% among 320,000; in the data active means activation above about 80%; inconclusive means between about 30% and that limit; further: 0% is about no effect
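Cells expressing TRPV1 were dye-loaded with Fluo-8 and read kinetically: 10 s baseline, 3 min after compound (agonist portion), then 2 min after EC20 capsaicin (allosteric enhancer portion). Calcium-bound dye fluorescence at 480/520 nm.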
B2AR arrestin = qHTS assay of beta-arrestin-biased ligands of beta2-adrenergic receptor. hit rate 0.02% among 330,000. Beta-2 adrenergic receptor (Homo sapiens), P07550. Potency, µM (top dose mostly 46.1 µM), for the others: at the top dose activation, actives largely listed as activators. beta-arrestin recruitment to beta2AR, cell-based reporter. AID 492947, 2010;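 further: potency means the concentration at half of the fitted maximal effect; 0% = DMSO controls and full agonism = EC100 isoproterenol or metaproterenol; nearly all actives have a fitted effect of over 65% in size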
An asterisk follows results filed as active; [ ] = remark or other dose. Unless noted, the call rests on the fitted dose curve; in most records, active means well fitted curve in the direction sought with a large enough effect; inconclusive means small, poorly fitted or top-dose-only effect, or another doubt; inactive means no such curve, though single readings can be large; an effect the other way counts as inactive or inconclusive.

What do the screens show for `Cc1cccc(OCCn2c(CCCO)nc3ccccc32)c1`?
BRCA1 expr up: -1%; S-ASM inh: -2%; ELG1 genotoxic: -1%; a7 integrin act: -30%; TSG101-PTAP inh: -11%; Eya2 phos inh: -14%; p53 reactivation: -6%; uPA generation: -6%; USP2a block: -1%; TRPV1 agonist: inconclusive; B2AR arrestin: -0.7%

What do the screens show for `CCCS(=O)(=O)c1nc(S(=O)(=O)c2ccc(Cl)cc2)c(N2CCC(O)CC2)s1`?
BRCA1 expr up: -7%; S-ASM inh: -7%; ELG1 genotoxic: -1%; a7 integrin act: 16%; TSG101-PTAP inh: 0%; Eya2 phos inh: -2%; p53 reactivation: -7%; uPA generation: -3%; USP2a block: 4%; TRPV1 agonist: 4; B2AR arrestin: -1.1%

Results for Cc1nn(-c2ccccn2)c(N)c1N=O ?
BRCA1 expr up: 9%; S-ASM inh: -1%; ELG1 genotoxic: 4%; a7 integrin act: inconclusive; TSG101-PTAP inh: 1%; Eya2 phos inh: inconclusive; p53 reactivation: 1%; uPA generation: -8%; USP2a block: 1%; TRPV1 agonist: 1; B2AR arrestin: -1.1%

What do the screens show for `O=C(Nc1ccc2[nH]ccc2c1)c1cccs1`?
BRCA1 expr up: 3.2µM*; S-ASM inh: -1%; ELG1 genotoxic: inconclusive; a7 integrin act: 7%; Eya2 phos inh: -3%; p53 reactivation: inconclusive; uPA generation: 7.1µM*; USP2a block: 12%; TRPV1 agonist: 0; B2AR arrestin: -0.8%

How did Cc1c(C(=O)N(Cc2ccc(Cl)cc2)C2CCS(=O)(=O)C2)oc2ccccc12 (stereo not drawn) do in these assays?
BRCA1 expr up: -31%; S-ASM inh: -14%; ELG1 genotoxic: 0%; a7 integrin act: -8%; TSG101-PTAP inh: 5%; Eya2 phos inh: -1%; p53 reactivation: -4%; uPA generation: -4%; USP2a block: -1%; TRPV1 agonist: 4; B2AR arrestin: -0.2%

Results for COc1ccc(NC(=S)Nc2cccc(Cl)c2)cc1OC ?
BRCA1 expr up: -10%; S-ASM inh: 6%; ELG1 genotoxic: -6%; a7 integrin act: 4%; TSG101-PTAP inh: -3%; Eya2 phos inh: -12%; p53 reactivation: -5%; uPA generation: 4%; USP2a block: 0%; TRPV1 agonist: 2; B2AR arrestin: -0.3%

What do the screens show for `Cn1c(SCC(=O)Nc2ccccc2Oc2ccccc2)nnc1C1CC1`?
BRCA1 expr up: -5%; S-ASM inh: 9%; ELG1 genotoxic: 1%; a7 integrin act: 3%; TSG101-PTAP inh: -4%; Eya2 phos inh: -2%; p53 reactivation: -3%; uPA generation: 20%; USP2a block: -1%; TRPV1 agonist: 5; B2AR arrestin: 2.5%

How did O=C(Nc1ccccc1)C(Cc1ccccc1)c1ccccc1 (stereo not drawn) do in these assays?
BRCA1 expr up: -13%; S-ASM inh: -6%; a7 integrin act: 24%; TSG101-PTAP inh: 0%; uPA generation: 2%

How did O=C1CCCCC1C(Nc1ccc(Br)cc1)c1ccccc1 (stereo not drawn) do in these assays?
BRCA1 expr up: -19%; S-ASM inh: -12%; ELG1 genotoxic: 4%; a7 integrin act: -29%; TSG101-PTAP inh: -1%; Eya2 phos inh: -13%; p53 reactivation: 6%; uPA generation: 3%; USP2a block: -4%; TRPV1 agonist: inconclusive; B2AR arrestin: -0.3%

What do the screens show for `COc1ccc(NC(=O)N2c3ccccc3CC2C)cc1OC` (stereo not drawn)?
BRCA1 expr up: 11%[1.84 µM]; S-ASM inh: 1%; ELG1 genotoxic: 12%; a7 integrin act: 3%; TSG101-PTAP inh: -10%; Eya2 phos inh: 5%; p53 reactivation: 1%; uPA generation: -2%; USP2a block: 1%; TRPV1 agonist: 0; B2AR arrestin: -0.2%

Results for CC(C)(C)NC(=O)CN1C(=O)/C(=C/c2ccccc2)SC1=S ?
BRCA1 expr up: 2%; S-ASM inh: -2%; ELG1 genotoxic: 5%; a7 integrin act: 8%; TSG101-PTAP inh: -2%; Eya2 phos inh: 8%; p53 reactivation: 0%; uPA generation: -4%; USP2a block: 1%; TRPV1 agonist: -3; B2AR arrestin: -0.1%

How did CSc1nsc(SC)c1C(=O)NC(=O)Nc1cccnc1 do in these assays?
BRCA1 expr up: 2%; S-ASM inh: 2%; ELG1 genotoxic: 1%; a7 integrin act: -25%; TSG101-PTAP inh: -2%; Eya2 phos inh: -2%; p53 reactivation: 1%; uPA generation: 5%; USP2a block: 11%; TRPV1 agonist: -1; B2AR arrestin: 0.7%

Results for Cc1nnc(SCC(=O)NC(C)(C)C)n1NCc1ccc(N(C)C)cc1 ?
BRCA1 expr up: -2%; S-ASM inh: 2%; ELG1 genotoxic: -4%; a7 integrin act: inconclusive; TSG101-PTAP inh: -2%; Eya2 phos inh: -29%; p53 reactivation: 7%; uPA generation: 1%; USP2a block: -1%; TRPV1 agonist: 1; B2AR arrestin: -0.7%

How did Cc1cccc(C(=O)OC(C)C(=O)Nc2ccc(S(=O)(=O)N3CCCC3)cc2)c1O (stereo not drawn) do in these assays?
BRCA1 expr up: -55%; S-ASM inh: -6%; ELG1 genotoxic: -22%; a7 integrin act: -9%; TSG101-PTAP inh: -1%; Eya2 phos inh: -30%; p53 reactivation: 0%; uPA generation: -1%; USP2a block: -2%; TRPV1 agonist: 23; B2AR arrestin: 0.2%

Results for COCCn1c(=NC(=O)CSCC(=O)NC2CCCCC2)sc2cc(OC)ccc21 ?
BRCA1 expr up: -20%; S-ASM inh: -1%; ELG1 genotoxic: -3%; a7 integrin act: -37%; TSG101-PTAP inh: -1%; Eya2 phos inh: -13%; p53 reactivation: 19%; uPA generation: 1%; USP2a block: -1%; TRPV1 agonist: -1; B2AR arrestin: 3.3%

Results for O=C(CO/N=C/c1ccc(Cl)cc1Cl)NNC(=O)c1ccc(Cl)cc1Cl ?
BRCA1 expr up: -6%; S-ASM inh: -2%; ELG1 genotoxic: -1%; a7 integrin act: -14%; TSG101-PTAP inh: -3%; Eya2 phos inh: inconclusive; p53 reactivation: 1%; uPA generation: 1%; USP2a block: 0%; TRPV1 agonist: 3; B2AR arrestin: 0.0%

Results for COc1ccc(C(=O)c2ccc(N3CCN(C4CC(=O)NC4=O)CC3)cc2)cc1F (stereo not drawn) ?
BRCA1 expr up: 0%; S-ASM inh: -3%; ELG1 genotoxic: -7%; a7 integrin act: -25%; TSG101-PTAP inh: -6%; Eya2 phos inh: -7%; p53 reactivation: -2%; uPA generation: -5%; USP2a block: 2%; TRPV1 agonist: inconclusive; B2AR arrestin: -0.9%

Results for CCCC(C(=O)Nc1ccc2c(C)cc(=O)oc2c1)c1ccccc1 (stereo not drawn) ?
BRCA1 expr up: 15%; S-ASM inh: 42%[activator]; ELG1 genotoxic: -6%; a7 integrin act: inconclusive; TSG101-PTAP inh: -1%; Eya2 phos inh: -23%; p53 reactivation: -4%; uPA generation: 4%; USP2a block: 2%; TRPV1 agonist: 3; B2AR arrestin: -1.0%

Results for COc1ccccc1NC(=O)Cn1ccn(-c2cccc3ccccc23)c(=O)c1=O ?
BRCA1 expr up: -53%; S-ASM inh: -3%; ELG1 genotoxic: -13%; a7 integrin act: -6%; TSG101-PTAP inh: -6%; Eya2 phos inh: -9%; p53 reactivation: -8%; uPA generation: -7%; USP2a block: 0%; TRPV1 agonist: -1; B2AR arrestin: 0.0%

What do the screens show for `CCN(CC)C(=O)Cn1cc(C(=O)C(=O)NCc2cccnc2)c2ccccc21`?
BRCA1 expr up: 11%; S-ASM inh: 3%; ELG1 genotoxic: 0%; a7 integrin act: -23%; TSG101-PTAP inh: -8%; Eya2 phos inh: -6%; p53 reactivation: 0%; uPA generation: 2%; USP2a block: -1%; TRPV1 agonist: 0; B2AR arrestin: -0.1%

Results for COc1ccc(C2(NC(C)=O)CCN(C(=O)CCC(=O)O)CC2)cc1 ?
BRCA1 expr up: 0%; S-ASM inh: 3%; ELG1 genotoxic: 2%; a7 integrin act: 2%; TSG101-PTAP inh: -3%; Eya2 phos inh: -24%; p53 reactivation: -1%; uPA generation: 2%; USP2a block: 3%; TRPV1 agonist: -2; B2AR arrestin: 0.6%
